Screening data as filed in PubChem BioAssay.
ROC1-CUL1 inh – blocks human RBX1-Cullin-1 di-ubiquitin formation. P62877+Q13616. in vitro K48 di-Ub FRET, acceptor:donor ratio, 45 min. inhibition, % at 10 µM. actives 0.6% (n = 140,000); in the data active means inhibition above about 25%
Target sequence (P62877 whole entry, looked up): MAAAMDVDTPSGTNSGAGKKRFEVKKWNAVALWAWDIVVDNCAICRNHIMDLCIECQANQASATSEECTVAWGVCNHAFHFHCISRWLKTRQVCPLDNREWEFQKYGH
Target sequence (Q13616 whole entry, looked up): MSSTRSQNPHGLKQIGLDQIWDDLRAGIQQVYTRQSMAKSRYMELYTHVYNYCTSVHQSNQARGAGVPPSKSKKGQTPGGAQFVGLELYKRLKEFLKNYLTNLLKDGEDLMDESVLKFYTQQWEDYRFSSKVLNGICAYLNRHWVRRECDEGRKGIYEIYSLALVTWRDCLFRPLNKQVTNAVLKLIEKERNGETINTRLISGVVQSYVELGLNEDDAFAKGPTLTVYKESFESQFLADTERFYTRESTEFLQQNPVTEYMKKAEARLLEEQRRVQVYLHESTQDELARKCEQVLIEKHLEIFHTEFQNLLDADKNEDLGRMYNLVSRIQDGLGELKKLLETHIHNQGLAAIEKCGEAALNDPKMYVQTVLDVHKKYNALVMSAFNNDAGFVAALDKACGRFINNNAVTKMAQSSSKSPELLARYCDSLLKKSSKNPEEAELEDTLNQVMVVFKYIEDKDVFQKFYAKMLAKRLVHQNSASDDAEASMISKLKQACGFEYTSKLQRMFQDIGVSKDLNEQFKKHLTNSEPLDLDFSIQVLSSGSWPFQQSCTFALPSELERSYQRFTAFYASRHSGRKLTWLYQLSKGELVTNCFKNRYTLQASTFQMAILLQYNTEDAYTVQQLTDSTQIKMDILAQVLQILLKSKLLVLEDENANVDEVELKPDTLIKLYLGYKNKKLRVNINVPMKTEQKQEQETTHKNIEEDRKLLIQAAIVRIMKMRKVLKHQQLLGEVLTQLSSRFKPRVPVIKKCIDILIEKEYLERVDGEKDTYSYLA
* = called active by the depositor. A portion of the library; the hit share may differ from the screen's.

Sample of the layout:
SMILES | ROC1-CUL1 inh
CCOc1ccccc1N=C1C(=O)N(c2cc(Cl)ccc2OC)C(=O)C1Cl (stereo unspecified) | -2.7
COc1cccc(C(=O)N2CCC3(CC2)c2ccccc2[C@@H](NC(=O)c2ccccn2)[C@@H]3OC)c1 | -9.7

Main list, from the first entry:
SMILES | ROC1-CUL1 inh
CCOc1ccccc1N=C1C(=O)N(c2cc(Cl)ccc2OC)C(=O)C1Cl (stereo unspecified) | -2.7
COc1cccc(C(=O)N2CCC3(CC2)c2ccccc2[C@@H](NC(=O)c2ccccn2)[C@@H]3OC)c1 | -9.7
COc1ccc2ccccc2c1C1NC(=O)c2c(sc3c2CCCC3)N1 (stereo unspecified) | -4.9
O=C(c1ccc(F)cc1)N1CCCCC(Sc2ncnc3sc4c(c23)CCCC4)C1=O (stereo unspecified) | -7.0
O=C(CN1CCOCC1)Nc1nc(-c2ccc(C3CCCCC3)cc2)cs1 | 2.3
CC1=CC(C)(C)N(C(=O)CSc2nnc(C)s2)c2ccccc21 | -2.0
O=C(Nc1c(Cl)cc(Cl)cc1C(=O)Nc1ccc(Cl)cc1)c1ccco1 | 1.3
CCc1ccccc1Nc1cc(C(=O)NCc2ccc(C)cc2)c2ccccc2n1 | -1.3
CN(C)C(=O)Oc1ccc(-c2c[n+]3cc(NC(=O)c4ccccc4)ccc3n2C)cc1 | 2.0
CN(C)CCCNc1ccc(C(=O)N2CCCC(c3ccccc3)CC2)cn1 (stereo unspecified) | -3.0
CCOC(=O)C1=C(C)N=c2s/c(=C\c3ccncc3)c(=O)n2C1c1ccc(F)cc1 (stereo unspecified) | 2.3
Cc1c(C(F)(F)F)c(C(F)(F)F)cc2c1[nH]c1ccccc12 | 0.1
CC(=O)c1cccc(NCc2ccccc2-c2nnc(-c3ccccc3)o2)c1 | -7.2
Cc1ccc(N(CN2C(=O)c3ccc([N+](=O)[O-])cc3C2=O)C(=O)C(c2ccccc2)c2ccccc2)cc1 | 1.0
Cc1ccc(NC(=O)c2cccc(Cl)c2)cc1O | 2.6

Ordered by length of the SMILES (descending): some entries from above.
SMILES | ROC1-CUL1 inh
O=C(Nc1c(Cl)cc(Cl)cc1C(=O)Nc1ccc(Cl)cc1)c1ccco1 | 1.3
CN(C)CCCNc1ccc(C(=O)N2CCCC(c3ccccc3)CC2)cn1 (stereo unspecified) | -3.0
Cc1ccc(NC(=O)c2cccc(Cl)c2)cc1O | 2.6

The listing continues.
SMILES | ROC1-CUL1 inh
Cc1ccc(CNS(=O)(=O)c2ccc3[nH]c4c(c3c2)CCCC4)cc1 | 2.4
COc1cc(-c2nnc(SCC(=O)Oc3ccccc3)o2)cc(OC)c1OC | -1.0
COCC(=O)N1CCC(Oc2ccc(C(=O)N(C)Cc3cnn(C)c3)cc2)CC1 | -3.1
CCc1ccccc1N(CC)C(=O)C1CCN(c2ncnc3c2nc2n3CCCCC2)CC1 | 0.8
COc1ccc(C(CNC(=O)c2ccc(C)cc2)N2CCOCC2)cc1 (stereo unspecified) | 0.6
O=C1NN(c2ccc(Cl)cc2)C(=O)/C1=C/c1ccc(O)cc1O | -4.3
Clc1ccccc1C1Nc2ccc3ccccc3c2C2C=CCC21 (stereo unspecified) | -1.7
O=C1c2cccc3cccc(c23)C(=O)N1CC1CCCO1 (stereo unspecified) | -1.8
COc1cc(Br)c(S(=O)(=O)Nc2ccc3c(c2)oc2ccccc23)cc1OC | 4.8
Cc1ccc(OCc2cc(=O)n3ccsc3n2)c(NC(=O)c2ccco2)c1 | -0.5
COc1ccc(N(C)C(=O)CCS(=O)(=O)c2cccc3nsnc23)cc1 | 1.9
CCNC(=O)N1CCCC1C(=O)Nc1ccc(-c2nc3ccccc3o2)cc1 (stereo unspecified) | -3.2
CC1=CC(C)(C)N(S(=O)(=O)c2ccc(Br)cc2)c2ccc(C)cc21 | 4.9
CCOC(=O)C(C)Sc1cc(C)c2ccccc2n1 (stereo unspecified) | 5.3
Cc1ccc2c(c1)c1c(c(=O)n(-c3ccccc3)c(=O)n1Cc1ccccc1C)n2C | -10.2

No new results follow: entries from further up.
SMILES | ROC1-CUL1 inh
COc1ccc(N(C)C(=O)CCS(=O)(=O)c2cccc3nsnc23)cc1 | 1.9
CCNC(=O)N1CCCC1C(=O)Nc1ccc(-c2nc3ccccc3o2)cc1 (stereo unspecified) | -3.2
CC1=CC(C)(C)N(S(=O)(=O)c2ccc(Br)cc2)c2ccc(C)cc21 | 4.9
CCOC(=O)C(C)Sc1cc(C)c2ccccc2n1 (stereo unspecified) | 5.3
Cc1ccc2c(c1)c1c(c(=O)n(-c3ccccc3)c(=O)n1Cc1ccccc1C)n2C | -10.2

Following part:
SMILES | ROC1-CUL1 inh
Cc1ccc(CNC(=O)c2ccccc2NC(=O)c2nsc3ccccc23)cc1 | -5.5
C=CCc1cc(/C=C2\C(=O)NC(=S)N(c3cccc(OCC)c3)C2=O)cc(OCC)c1OCc1ccccc1 | -1.6
CC12CC(Br)C(CC1=O)C2(C)C (stereo unspecified) | 2.9
CCCCS(=O)(=O)Nc1ccccc1C | -2.7
COc1ccc(OCc2cc(C(=O)N3CCN4CCCC4C3)no2)c(Cl)c1 (stereo unspecified) | -12.1
O=C(COC(=O)c1cc(=O)[nH]c2ccccc12)c1cccs1 | -9.0
Cc1cc(Nc2cccc(C(F)(F)F)c2)nc2ccc(NC(=O)c3cccnc3)cc12 | 4.1
COc1cc(OC)c(C2CC(=O)NC3=C2C(=O)CC(C)(C)C3)cc1OC (stereo unspecified) | 5.1
O=C(Nc1cccc(Cl)c1)c1cc(-c2ccc3c(c2)OCO3)on1 | -12.6
Cc1cc(C(=O)NCc2ccccc2C)c2c(C)nn(-c3cccc(F)c3)c2n1 | -1.1
Cc1cccc(OC(=O)COc2ccc(Cl)cc2Cl)c1C | -6.0
Nc1nn2c(-c3ccccc3)c(S(=O)(=O)c3ccccc3)cnc2c1N=Nc1ccccc1 | 5.2
CCOc1ccccc1NC(=O)C(NS(=O)(=O)c1cccc2nsnc12)c1ccccc1 (stereo unspecified) | 2.2
Nc1nnc(SCc2ccc(F)cc2)s1 | -2.0
Cc1noc(-c2ccc(N3CCCCO3)nc2)n1 | 2.7
O=c1ccc(Cl)cn1Cc1ccccc1F | 0.5
CCOC(=O)c1c(NC(=O)c2cc(CC(C)C)on2)sc(C(C)=O)c1C | 3.7
Cc1ccc2c(NC(=O)c3ccccc3F)cccc2n1 | -7.0
Cn1c(=O)cc(SCC(=O)NCc2ccc(F)cc2)c2cc(Cl)ccc21 | 2.7
CCOc1ccc(C(=O)c2cn(CC(=O)Nc3ccc(C)c(C)c3)c3ccc(OCC)cc3c2=O)cc1 | -7.5
COc1ccc2oc(=Nc3ccccc3)c(C(=O)NC(C)=O)cc2c1 | -5.4
COc1ccc(CN(C(=O)Nc2cccc(Cl)c2)c2ccccn2)cc1OC | 2.2
CC(C)CCNC(=O)CCSCCC(=O)NCCC(C)C | -2.3
CC(C)(C)c1cc(N=Cc2ccccc2O)no1 | -0.3
NC(=O)c1ccc(NC(=O)c2ccccc2)cc1 | 7.9
C=CCSc1nc2ccc([N+](=O)[O-])cc2s1 | -0.7
Cc1ccc(Cl)cc1N1CCN(S(=O)(=O)c2ccccc2)CC1 | 0.9
Cc1cc(C)c(S(=O)(=O)Nc2ccc3oc(C)c(C(=O)OC(C)C)c3c2)cc1C | -0.7
CCOC(=O)c1ccc(NC(=O)c2cnn(-c3ccc(C)cc3C)c2C2CCN(C(=O)OC(C)(C)C)CC2)cc1 | 9.8
CSc1ccccc1C(=O)Nc1cccc(C(C)O)c1 (stereo unspecified) | 1.9
Cc1nc(-c2cccc(CN(C)Cc3ccncn3)c2)[nH]c(=O)c1F | 0.9
COc1cccc(-c2noc(-c3ccc(NCc4ccc(C)o4)nc3)n2)c1OC | 8.2
CC1(C)CC(=O)CC(=Nc2ccc(F)c(Cl)c2)C1 | 3.6
CCOCCCNC(=O)Cc1ccc(F)cc1 | -8.6
CCc1cc(C(=O)N2CCC(C3(Cc4cccc(F)c4)NC(=O)N(CC(C)C)C3=O)CC2)no1 (stereo unspecified) | 5.4
COc1cccc(NC(=O)CSc2nnc(-c3cccs3)o2)c1 | -0.3
CCOC(=O)N1CCN(Cc2ccc(OCC(O)CN3CCCCC3)cc2)CC1 (stereo unspecified) | -6.1
Clc1ccc(OC/C=C/CN2CCOCC2)cc1 | -0.3
O=C(Nc1ccon1)Oc1ccccc1 | 9.1
Fc1ccc(Oc2nc(Oc3ccc(F)cc3)nc(Oc3ccc(F)cc3)n2)cc1 | 3.3
COc1ccccc1CNS(=O)(=O)c1c(C)nc2sccn2c1=O | 10.0
CCN1CCCC1CN(CC1CCN(CCOC)CC1)C(=O)CSC (stereo unspecified) | 5.0
Cc1ccc(C(=O)c2sc(Nc3ccccc3F)c(S(=O)(=O)c3ccccc3)c2N)c(C)c1 | -1.8
O=C(Cn1cc([N+](=O)[O-])cn1)N/N=C/c1cnc2ccccc2n1 | 11.7
O=c1c(N2CCc3ccccc3C2)csc2ccc(Br)cc12 | -0.8
Cc1cccc(OCCCOc2ccccc2/C=C2\C(=O)NN(c3ccccc3)C2=O)c1 | 32.2*
CCOC(=O)CC1=C(C(=O)OCC)C2(C(=O)Nc3ccccc32)C(C(=O)OCc2ccccc2)C(=N)O1 (stereo unspecified) | -9.1
Cc1ccc(-n2c(=O)c3oc4ccccc4c3n(CC(=O)Nc3ccccc3)c2=O)cc1C | -8.0
CCOc1ccc(NC(=O)C2C3C=CC(C4CC34)C2C(=O)O)cc1 (stereo unspecified) | -11.5
CCCCCCn1nnc2sc(-c3ccccc3)cc2c1=O | 5.8
CCOC(=O)c1ccc(NC(=O)N2C(C)CCCC2C)cc1 (stereo unspecified) | 3.8
COc1ccc(Cl)cc1NC(=O)CCCN1C(=O)C(c2ccccc2)Oc2cccnc21 (stereo unspecified) | 5.1
CCC(=O)N1c2ccccc2CC1C(=O)NCCc1ccccc1OC (stereo unspecified) | -0.5
Cc1oc(-c2cccc3ccccc23)nc1CN(CCO)CCO | -0.8
C=CCn1c(SCC(=O)c2ccccc2)nnc1-c1sc2ccccc2c1Cl | -5.8
Cc1ccc(C(C)C)c(OCC(=O)NCC2CCCO2)c1 (stereo unspecified) | -5.1
C=CCn1c(SCC(=O)Nc2ccc(C)cc2C)nc2sc(C)cc2c1=O | -3.1
COC(=O)c1ccc(C2c3c(oc4ccc(C)cc4c3=O)C(=O)N2Cc2ccc3c(c2)OCO3)cc1 (stereo unspecified) | 0.2
COC(=O)c1ccc(Cl)cc1NC(=O)Cc1cccc(Sc2ccc(Cl)cc2)c1 | 9.2
Cc1ccccc1CN1CCc2nc(N3CCN(c4ccccn4)CC3)ncc2C1 | -3.8

Filtered by structure: those above containing a CF3 group.
SMILES | ROC1-CUL1 inh
Cc1c(C(F)(F)F)c(C(F)(F)F)cc2c1[nH]c1ccccc12 | 0.1
Cc1cc(Nc2cccc(C(F)(F)F)c2)nc2ccc(NC(=O)c3cccnc3)cc12 | 4.1

Continued:
SMILES | ROC1-CUL1 inh
CCCOC(=O)c1cc(NC(=O)c2ccccc2F)ccc1O | 14.1
CN=C1S/C(=C\c2ccc(-c3cc(Cl)ccc3OC)o2)C(=O)N1C | -8.4
O=S(=O)(Nc1cccc(F)c1)c1ccc2[nH]c3c(c2c1)CCCCC3 | -0.1
CN(Cc1cnccn1)Cc1nc(-c2cccc(Cl)c2)no1 | 5.6
CCC(CC)c1nn2c(=O)cc(COc3ccc(NC(=O)c4ccc(Cl)cc4)cc3)nc2s1 | -17.6
C=C1CC(C(=O)N/N=C/c2ccccc2)C1 | -5.6
O=C(NC1CC(=O)N(Cc2ccc(F)cc2)C1)C1CCC1 (stereo unspecified) | 9.8
O=C(Nc1ccc(-c2cn3cccnc3n2)cc1)c1ccccc1 | 10.6
CCOC(=O)c1cnn(-c2cc(Oc3ccc(NC(C)=O)cc3)nc(SC)n2)c1C(F)(F)F | -3.4
Cc1noc(C)c1C(=O)Nc1cc(C(F)(F)F)ccc1F | 6.3
CCc1ccc2c(c1)c(=O)c(S(=O)(=O)c1ccccc1)cn2CC(=O)Nc1cc(C)ccc1C | -5.6
CCC(CC)C(=O)Nc1cccc(-c2nc3ncccn3c2C)c1 | 1.7
CCCn1c(C)c(CC(=O)N2CCC[C@H]2C(N)=O)c2c1CC(C)(C)CC2=O | -11.3
CCOC(=O)c1cc(C)n(CC2CCC(C(=O)Nc3ccc(OC)cc3)CC2)c1C (stereo unspecified) | -2.1
O=C1CSC2=NC3=C(CCC/C3=C\c3ccc(Br)cc3)C(c3ccc(Br)cc3)N12 (stereo unspecified) | 11.1
CCC(C(=O)Nc1c(C)cccc1C)c1ccccc1 (stereo unspecified) | -0.6
CCN=C1CC=CC=C(C(=O)/C=C/c2ccc(Cl)cc2)C1=O | 78.9*
CCCCn1c(CCNC(=O)c2ccc(F)cc2)nc2ccccc21 | -10.0
COc1ccc(OC)c(CNC(=O)NCc2noc3ccc(C)cc23)c1 | 1.5
O=C(CN1CCCCCC1=O)N1CCC(OCc2ccccn2)CC1 | 4.5
C=CCn1c(SCC(=O)Nc2scc(-c3ccc(OC)cc3)c2C(=O)OCC)nc2sc3c(c2c1=O)CCC3 | -6.6
CC(C)(CO)C1=NOC(O)(C(F)(F)F)C1 (stereo unspecified) | -9.9
Cc1nnc(NC(=O)CSCC2=Nc3c(ccc(C)c3C)C(=O)C2)s1 | -15.8
CCCCOc1cccc(OCCCC)c1C(=O)NCC1COc2ccccc2O1 (stereo unspecified) | 3.1
COCn1nc(-c2ccc(Cl)cc2)cc1C(O)(c1ccccc1)c1ccccc1 | 0.2
Cn1cc(-c2ccnc(NCc3cnc4ccccc4c3)n2)cn1 | 7.0
Cc1sc2nc(SCC(=O)O)n(-c3ccc(Cl)cc3)c(=O)c2c1C | 13.4
COc1cccc(-n2c(C)cn3c4c(=O)n(C)c(=O)n(C)c4nc23)c1 | 1.1
CCOC(=O)C1(Cc2ccc(OC)cc2)CCN(C(=O)CN(C)Cc2cccnc2)CC1 | -0.7
